FXN GAA850 act: increases GAA850 frataxin promoter reporter activity; HEK293 lucGAA850 FXN promoter luciferase reporter, 24 h; percent of 10 µM SAHA response; activation, % at 6 µM; 0.56% of 360,000 active; AID 540364;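 active = activation above the average of all compounds screened plus 3 SD, cutoff fixed separately per campaign, cut at about 7.5% in these data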;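 also: 0% = DMSO wells and 100% = 10 µM SAHA wells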
SMARCA2 act: SMARCA2 function activation, primary screen; MG213 cells, MMTV-luciferase reporter, dexamethasone, overnight; activation, % at 9.1 µM; 1% of 370,000 active; AID 652017; in the data active = activation above about 7.8%;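 also: 0% = vehicle wells and 100% = reference activator wells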
sPLA2-III inh: Blocks human group III sPLA2 activity | Q9NZ20 | QFRET BODIPY PC-A2 liposome hydrolysis, fluorescence | inhibition, % at 12.2 µM | 0.56% of 370,000 active;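 active = inhibition above mean plus 3 SD of compounds lying within the high and low control bounds, cut at about 19% in these data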;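 also: 0% = median of test compound wells and 100% = no enzyme DMSO wells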
NPR2 activator: GC-B (human) receptor activation | P20594 | HEK293-GC-B cells, CNP EC30, cGMP TR-FRET; 0% at EC30 CNP, 100% saturating CNP | activation, % at 10 µM | 0.11% of 370,000 active;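 active = activation at 10 µM reaching about 35% in either raw or pattern-adjusted values, limit read from the data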
Target sequence (P20594 whole entry, looked up): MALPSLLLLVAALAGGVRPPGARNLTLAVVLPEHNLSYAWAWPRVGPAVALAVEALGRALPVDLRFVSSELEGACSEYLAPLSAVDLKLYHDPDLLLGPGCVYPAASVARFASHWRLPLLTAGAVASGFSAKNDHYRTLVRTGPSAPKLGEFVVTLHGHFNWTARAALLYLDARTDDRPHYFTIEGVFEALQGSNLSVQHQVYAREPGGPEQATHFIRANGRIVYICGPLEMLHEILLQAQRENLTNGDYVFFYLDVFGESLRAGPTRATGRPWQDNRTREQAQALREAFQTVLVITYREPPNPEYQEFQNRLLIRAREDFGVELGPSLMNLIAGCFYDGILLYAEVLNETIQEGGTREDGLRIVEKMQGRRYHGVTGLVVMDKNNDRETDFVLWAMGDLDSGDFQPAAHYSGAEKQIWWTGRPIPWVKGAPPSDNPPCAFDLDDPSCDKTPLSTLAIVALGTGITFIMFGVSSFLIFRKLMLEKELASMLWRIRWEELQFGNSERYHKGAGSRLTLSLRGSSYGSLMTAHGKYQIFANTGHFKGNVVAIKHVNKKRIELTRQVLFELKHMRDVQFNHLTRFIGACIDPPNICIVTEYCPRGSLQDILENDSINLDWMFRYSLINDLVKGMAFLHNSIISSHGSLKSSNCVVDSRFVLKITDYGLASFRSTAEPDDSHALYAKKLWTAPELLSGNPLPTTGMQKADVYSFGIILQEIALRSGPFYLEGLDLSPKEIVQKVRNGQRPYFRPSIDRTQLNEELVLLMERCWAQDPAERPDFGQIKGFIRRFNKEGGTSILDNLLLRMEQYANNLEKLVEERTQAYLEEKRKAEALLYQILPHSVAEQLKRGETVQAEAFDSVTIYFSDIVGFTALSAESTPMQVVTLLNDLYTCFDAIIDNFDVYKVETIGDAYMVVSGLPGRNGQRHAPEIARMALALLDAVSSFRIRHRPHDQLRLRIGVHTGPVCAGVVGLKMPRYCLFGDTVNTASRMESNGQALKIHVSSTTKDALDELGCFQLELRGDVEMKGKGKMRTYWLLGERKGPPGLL
hcDAF12 agonist: activates DAF-12 receptor from parasite H. contortus; HEK293 hcDAF-12 lit1-tk-luc reporter, luminescence; 0% DMSO, 100% Δ7-dafachronic acid; activation, % at 6.8 µM; 1.4% of 370,000 active; AID 652067;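 active = activation above the mean of all tested compounds plus 3 SD, cut at about 5.5% in these data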;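 also: 100% = response to 3 µM Δ7-dafachronic acid high control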
DAX1 inh-1: DAX1 (NR0B1) inhibition, primary screen | 1.1% of 370,000 active | AID 652010 | HEK293T StAR-luciferase reporter, SF-1/DAX-1 repression relief | inhibition, % at 6.8 µM;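 active = inhibition above the mean over all tested compounds plus 3 SD, cut at about 3.6% in these data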;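 also: 0% = DAX-1 cells with DMSO and 100% = cells lacking DAX-1 with DMSO; higher inhibition means more luminescence from relief of DAX-1 repression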
DAX1 inh-2: inhibits human nuclear receptor DAX1 | HEK293 Gal4-DAX1 luciferase reporter, luminescence | inhibition, % at 6.75 µM | 0.99% of 340,000 active | AID 504766;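 active = inhibition above the mean over all tested compounds plus 3 SD, cut at about 4.2% in these data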;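 also: 0% = DAX1-transfected cells with DMSO and 100% = empty-vector control cells with DMSO; inhibition shows as a rise in luminescence from relieved DAX1 repression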
ssDAF-12 act: S. stercoralis DAF-12 activation, primary screen. HEK293 ssDAF-12/GRIP1 lit1-tk-luc reporter, luminescence; % of 3 µM dafachronic acid response. 1% of 370,000 active. AID 652126. activation, % at 6.8 µM;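 active = activation above the mean over all tested compounds plus 3 SD, cut at about 0.9% in these data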;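 also: 0% = DMSO-only wells and 100% = 3 µM delta7-dafachronic acid wells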
hgDAF12 agonist: agonists of H. glycines DAF-12 nuclear receptor; HEK293 GAL4-hgDAF12 UAS-luciferase reporter, agonist luminescence; normalized to butyrate control; 1.8% of 370,000 active; activation, % at 6.8 µM; AID 687014;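 active = activation above a cutoff set at the mean of all screened compounds plus 3 SD, cut at about 10% in these data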;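 also: 0% = DMSO wells and 100% = sodium butyrate wells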
GC-A act: GC-A (human) enzyme activation | activation, % at 10 µM | HEK293 GC-A cells, cGMP TR-FRET, EC30 ANP; 0% at EC30 ANP, 100% saturating ANP | P16066 | 0.14% of 370,000 active | AID 1671463; in the data active = activation above about 40%
proKLK7 act: activates the human kallikrein-7 zymogen; P49862; purified proKLK7, EDANS-DABCYL substrate fluorescence; 100% is mature enzyme control, 0% vehicle; activation, % at 7 µM; 0.9% of 370,000 active;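 active = activation above the mean of all tested compounds plus 3 SD, computed per campaign excluding outliers beyond control limits, cut at about 13% in these data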
* = called active by the depositor. An unsorted share of the library (roughly 6.7% active in at least one column).

Start of the data: the first 11 records, ahead of the listing:
SMILES	FXN GAA850 act	SMARCA2 act	sPLA2-III inh	NPR2 activator	hcDAF12 agonist	DAX1 inh-1	DAX1 inh-2	ssDAF-12 act	hgDAF12 agonist	GC-A act	proKLK7 act
O=C(/C=C/c1cccc(Br)c1)c1ccc2c(c1)OCO2	2.6	0	0	-5	-3.2	-0.4	0.0	-0.8	-0.8	5	0.3
CCOc1ncccc1C(=O)N(CCC(C)C)c1c(N)n(Cc2ccccc2)c(=O)[nH]c1=O	2.1	-7	15	2	-0.5	-1.3	1.7	-0.3	-3.0	-4	0.4
CCN(Cc1ccccc1)S(=O)(=O)c1c(C)n(C)c(=O)n(C)c1=O	-1.6	-2	-4	5	0.0	-0.1	0.5	-1.3	3.1	3	-0.4
Cc1cc(C(=O)CN2C(=O)NC3(CCCc4ccccc43)C2=O)c(C)n1Cc1cccs1 (stereo not given)	3.5	4	5	4	-0.5	-0.5	0.4	-0.8	-1.6	-2	0.5
CC(C)c1ccc2oc(=O)cc(CN3CCOCC3)c2c1	-1.7	0	-2	1	-1.2	-0.4	-0.2	-1.4	4.9	4	-0.2
COc1ccc(CN2CCCC(CNC(=O)c3ccc(F)cc3)C2)cc1OC (stereo not given)	0.4	-2	-6	4	1.0	-0.7	1.5	-1.3	0.4	-7	0.1
Cc1ccc(C2=NS(=O)(=O)N(C)C(C(=O)NCc3ccco3)=C2)cc1	-0.6	-5	-2	-2	0.5	-0.8	0.6	-1.1	5.5	1	0.0
CCOc1ccc2nc(NCCCNS(=O)(=O)c3ccccc3)c(C#N)cc2c1	-1.8	-3	-5	2	-2.7	-0.6	-1.3	-1.8	-1.6	-1	6.4
Cc1cccc(-n2c(SCC(=O)Nc3cccc(S(=O)(=O)NC4=NCCCCC4)c3)nc3ccccc3c2=O)c1C	-9.3	-2	-8	-3	-2.3	-1.1	-2.5	-1.7	-2.8	1	-0.5
COc1ccc(CC(=O)NCCc2ccc(Cl)cc2Cl)cc1	1.7	-1	-5	-4	-0.5	-1.0	-0.6	-1.8	-4.3	-1	0.4
CCOc1ccc(NC(=S)NC(=O)/C=C/c2ccc(C)cc2)c([N+](=O)[O-])c1	1.7	0	1	0	-0.9	0.1	1.0	-1.2	2.1	0	0.0

The listing (from the top)
SMILES	FXN GAA850 act	SMARCA2 act	sPLA2-III inh	NPR2 activator	hcDAF12 agonist	DAX1 inh-1	DAX1 inh-2	ssDAF-12 act	hgDAF12 agonist	GC-A act	proKLK7 act
O=C(/C=C/c1cccc(Br)c1)c1ccc2c(c1)OCO2	2.6	0	0	-5	-3.2	-0.4	0.0	-0.8	-0.8	5	0.3
CCOc1ncccc1C(=O)N(CCC(C)C)c1c(N)n(Cc2ccccc2)c(=O)[nH]c1=O	2.1	-7	15	2	-0.5	-1.3	1.7	-0.3	-3.0	-4	0.4
CCN(Cc1ccccc1)S(=O)(=O)c1c(C)n(C)c(=O)n(C)c1=O	-1.6	-2	-4	5	0.0	-0.1	0.5	-1.3	3.1	3	-0.4
Cc1cc(C(=O)CN2C(=O)NC3(CCCc4ccccc43)C2=O)c(C)n1Cc1cccs1 (stereo not given)	3.5	4	5	4	-0.5	-0.5	0.4	-0.8	-1.6	-2	0.5
CC(C)c1ccc2oc(=O)cc(CN3CCOCC3)c2c1	-1.7	0	-2	1	-1.2	-0.4	-0.2	-1.4	4.9	4	-0.2
COc1ccc(CN2CCCC(CNC(=O)c3ccc(F)cc3)C2)cc1OC (stereo not given)	0.4	-2	-6	4	1.0	-0.7	1.5	-1.3	0.4	-7	0.1
Cc1ccc(C2=NS(=O)(=O)N(C)C(C(=O)NCc3ccco3)=C2)cc1	-0.6	-5	-2	-2	0.5	-0.8	0.6	-1.1	5.5	1	0.0
CCOc1ccc2nc(NCCCNS(=O)(=O)c3ccccc3)c(C#N)cc2c1	-1.8	-3	-5	2	-2.7	-0.6	-1.3	-1.8	-1.6	-1	6.4
Cc1cccc(-n2c(SCC(=O)Nc3cccc(S(=O)(=O)NC4=NCCCCC4)c3)nc3ccccc3c2=O)c1C	-9.3	-2	-8	-3	-2.3	-1.1	-2.5	-1.7	-2.8	1	-0.5
COc1ccc(CC(=O)NCCc2ccc(Cl)cc2Cl)cc1	1.7	-1	-5	-4	-0.5	-1.0	-0.6	-1.8	-4.3	-1	0.4
CCOc1ccc(NC(=S)NC(=O)/C=C/c2ccc(C)cc2)c([N+](=O)[O-])c1	1.7	0	1	0	-0.9	0.1	1.0	-1.2	2.1	0	0.0
O=C(CCS(=O)(=O)c1ccccc1)Nc1nc2c(s1)COc1ccccc1-2	-1.0	-1	-16	-2	1.2	-2.5	-1.5	-1.0	-2.5	4	1.6
COc1ccc(C(=O)Nc2nnc(Cc3cccs3)s2)cc1OC	-0.7	0	-1	-1	-2.0	0.0	-1.4	-1.4	-3.4	15	0.5
O=C(NCc1ccccc1)C1=C[C@@H](c2ccc(Br)cc2)C[C@@H](OCc2ccc(CO)cc2)O1	0.1	1	-17	5	-0.8	-0.5	0.1	-1.9	-2.4	-2	-0.1
CCOc1cccc(=O)c2c(C)n(-c3ccc(C(=O)O)cc3)c(C)c12	0.7	-3	-3	8	-1.0	-0.4	0.1	-1.6	1.3	-2	0.9
COc1ccc(Cn2c(=O)[nH]c3cc(C(=O)N4CCN(c5ccccc5F)CC4)ccc3c2=O)cc1	0.9	-2	8	0	-1.1	1.1	1.1	-0.7	2.8	-11	-0.1
Cc1cc(S(=O)(=O)N2CCN(c3ccccn3)CC2)ccc1F	0.9	-2	0	-2	-1.6	0.1	2.3	-1.5	-2.6	-9	0.8
S=c1nc[nH]c2c1cnn2Cc1ccccc1	0.6	-2	8	-3	0.6	-0.4	-2.2	-1.9	-4.2	-3	0.4
CCO[C@H]1OC(C(=O)NCc2nc3ccccc3[nH]2)=C[C@@H](C2CCCCC2)[C@@H]1CCCO	-2.7	-1	-29	-3	-2.0	-0.4	0.0	-1.4	-0.9	-2	0.8
CC(=O)Nc1cccc(OCCCNS(=O)(=O)c2ccc(F)cc2)c1	-0.8	-7	8	-4	-0.8	-0.1	-0.1	-0.6	-0.5	2	0.4
Cc1c(NC(=S)NC(=O)C(C)(C)C)cccc1[N+](=O)[O-]	2.7	-1	9	3	-3.8	-0.2	-0.7	-1.6	-0.2	4	0.1
CCOC(=O)Nc1cc(NC(=O)OCC)c(C)nc1C	2.6	-3	6	-5	-0.8	0.5	-0.5	-2.0	-3.5	0	0.2
CC(Cc1c[nH]c2ccccc12)C(=O)NCc1ccco1 (stereo not given)	0.0	-1	-12	5	0.9	-0.1	0.5	-0.8	3.5	5	-0.3
Cc1ccc(F)c(NC(=O)C2CCCCC2C(=O)O)c1 (stereo not given)	1.6	1	0	0	-1.0	0.1	-1.4	-1.6	1.2	4	-0.1
Cc1cccc(C(=O)Oc2c(Br)cc(Br)cc2/C=N/NC(=O)c2ccncc2)c1	-1.5	-1	-3	-1	2.7	-0.5	0.8	-0.8	-2.8	-8	0.1
SMILES	FXN GAA850 act	SMARCA2 act	sPLA2-III inh	NPR2 activator	hcDAF12 agonist	DAX1 inh-1	DAX1 inh-2	ssDAF-12 act	hgDAF12 agonist	GC-A act	proKLK7 act
CCc1c(O)nc(SCC(=O)Nc2ccc(Cl)cc2)n(-c2ccccc2)c1=O	2.4	-1	12	-13	-0.2	-0.5	-0.8	-1.2	-0.7	6	0.3
COc1ccc(C2C3=C(CC(C)(C)CC3=O)Oc3ncn(Cc4ccccc4)c(=N)c32)cc1 (stereo not given)	0.8	3	1	-5	0.1	-1.3	1.0	-1.5	0.0	3	0.1
COc1cc2cc(CCOC(=O)c3ccc(C#N)cc3)oc(=O)c2cc1OC	0.9	1	-5	8	-0.7	0.9	1.4	-1.2	0.1	1	0.2
C/C(=N\N(C)C)C1=C(O)c2ccccc2C1=O	0.7	1	3	-2	1.5	1.2	-0.7	-1.2	4.7	-5	-0.3
CCn1nc(C)c(CN2CCC(Oc3ccc(C(=O)N4CCCC4)cc3)CC2)c1C	-1.5	-2	1	0	-1.7	-0.5	0.1	-1.4	-0.2	1	-0.1
CC(C)(C)OC(=O)N1CCC(c2c(C(=O)NCC3CCN(C4CCCC4)C3)cnn2-c2ccccc2)CC1 (stereo not given)	-2.1	1	-19	2	-0.4	-0.2	0.9	-1.0	1.2	4	0.8
CCOC(=O)Cn1c(=O)n(CC(=O)OCC)c2ccccc21	-1.0	1	5	-4	-1.0	-0.2	2.3	-0.7	4.1	1	0.3
O=C(CN1CCOCC1)Nc1cccc([N+](=O)[O-])c1	1.3	-2	-2	5	-0.8	-0.6	-0.1	-1.3	-0.3	2	0.0
CC(OC(=O)CN(C)S(=O)(=O)c1ccc(Cl)cc1)C(=O)Nc1ccc(N2CCOCC2)cc1 (stereo not given)	-0.7	2	5	3	-1.4	0.3	-1.1	-1.3	-0.2	0	0.4
S=c1[nH]nc(-c2cc(-c3ccco3)[nH]n2)n1-c1ccccc1Cl	4.7	-2	3	1	-1.1	0.0	2.1	-0.4	0.8	1	-0.3
c1ccc2c(c1)OCCc1c-2[nH]c2ccccc12	1.6	-2	-11	4	-0.3	0.4	2.8	-1.1	1.5	5	-0.1
O=C(COC(=O)c1cccc(C(F)(F)F)c1)NC(=O)NC1CCCC1	0.2	1	-1	5	-0.2	-0.4	0.4	-0.9	2.5	0	0.2
N#Cc1ccccc1OCC(=O)OCC(=O)NC1CCS(=O)(=O)C1 (stereo not given)	1.2	-1	1	-3	0.4	0.2	0.1	-1.5	0.6	1	0.1
O=c1c2ccccc2nc2n1C(CSCc1ccc(Cl)cc1)CS2 (stereo not given)	0.7	-4	-1	-8	-3.9	-2.1	-2.1	-2.2	-6.4	-8	0.9
CCOc1ccc(NC(=O)CN(C)C(=O)CCN2C(=O)C3CC=CCC3C2=O)cc1OCC (stereo not given)	0.7	-2	5	1	-0.3	0.0	0.0	-0.8	-0.2	1	0.1
Cc1ccc(S(=O)(=O)N2CCC(=O)N(CCOC(=O)Nc3ccccc3C)CC2)cc1	1.3	0	-1	7	-0.5	-0.1	-0.7	-1.1	-0.1	-1	-0.3
O=C(N/N=C/c1cccc(O)c1)c1cc(C2CC2)nc2ccccc12	-1.6	-2	-9	0	0.4	-0.2	-0.8	-0.2	-0.1	-1	-0.1
CCC(C)NC(=O)C1CCC(CNS(=O)(=O)c2ccc3c(c2)CC(C)N3C(=O)C2CC2)CC1 (stereo not given)	-0.8	-1	0	4	-2.1	-0.2	-0.4	-1.2	-1.8	2	0.4
C=CCn1c2ccccc2c2nn(C)c(=S)nc21	0.0	-2	0	-5	-0.7	0.2	0.9	-1.0	-3.6	1	-0.3
CC(C)(C)c1ccc(C(=O)CSc2n[nH]c(=O)[nH]c2=O)cc1	-1.9	-2	-23	-3	-0.6	-0.5	0.9	-1.0	-1.6	-4	0.4

As entered above.
`N#Cc1ccccc1OCC(=O)OCC(=O)NC1CCS(=O)(=O)C1` (stereo not given) in SMARCA2 act → -1
`COc1ccc(C2C3=C(CC(C)(C)CC3=O)Oc3ncn(Cc4ccccc4)c(=N)c32)cc1` (stereo not given) in DAX1 inh-2 → 1.0
